# Screens as filed in PubChem BioAssay.
# FXIa mix inh: factor XIa (human) inhibition, mixture screen. P03951. purified FXIa, fluorogenic substrate, pooled mixtures. inhibition, % at 5 µM. 62,000 compounds, 0.19% hits. AID 680;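 further: each value is inhibition by a whole ten-compound pool holding the compound; 0% = enzyme with no mixture and 100% = wells lacking enzyme; strong numbers were not always called active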
# CatG inh: inhibitors of human cathepsin G. 62,000 compounds, 0.2% hits. AID 581. purified enzyme, AMC-tetrapeptide fluorescence, pooled mixtures. inhibition, % at 5 µM (by protocol);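 active means inhibition above 20% in each of the two mixture wells holding the compound; inactive means inhibition of 20% or less in either well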;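 further: 0% = enzyme control without mixture and 100% = blank lacking enzyme; strong numbers were not always called active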
# CatB mixtures: human cathepsin B inhibition by mixtures. 62,000 compounds, 0.06% hits. inhibition, %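 (ten-compound pools at 5 µM per compound and 50 µM total)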. P07858. Purified cathepsin B, AMC dipeptide fluorescence, compound mixtures. AID 488; in the data active means inhibition above about 22%, passing the limit was not always enough;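 further: 0% = enzyme without compound and 100% = no enzyme blank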
# C1s inh: blocks human complement C1s protease activity | P09871 | purified C1s, fluorogenic AMC substrate, pooled mixtures | mean inhibition % of two 10-compound mixtures (stronger effect = higher value), % at 5 µM (by protocol) | 62,000 compounds, 0.16% hits | AID 538;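 active means inhibition above 20% in each of the two 10-compound mixture wells holding the compound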;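 further: 0% = enzyme wells lacking compound mixture and 100% = no-enzyme blank wells; some compounds called inactive have numbers as strong as hits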
# Target sequence (P09871 16-437 limits assumed): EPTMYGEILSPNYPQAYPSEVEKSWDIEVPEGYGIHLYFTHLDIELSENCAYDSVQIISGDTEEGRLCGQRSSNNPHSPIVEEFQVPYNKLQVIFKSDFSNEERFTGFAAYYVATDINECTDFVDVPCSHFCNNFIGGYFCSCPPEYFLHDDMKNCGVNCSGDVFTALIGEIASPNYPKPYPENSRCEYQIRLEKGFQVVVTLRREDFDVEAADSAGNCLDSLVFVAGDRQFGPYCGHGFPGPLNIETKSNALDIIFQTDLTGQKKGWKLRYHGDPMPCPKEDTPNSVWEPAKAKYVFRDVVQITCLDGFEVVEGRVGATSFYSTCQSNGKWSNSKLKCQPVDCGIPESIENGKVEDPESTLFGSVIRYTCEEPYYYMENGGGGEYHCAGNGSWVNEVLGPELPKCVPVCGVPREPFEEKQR
# Target sequence (P09871 438-688 limits assumed): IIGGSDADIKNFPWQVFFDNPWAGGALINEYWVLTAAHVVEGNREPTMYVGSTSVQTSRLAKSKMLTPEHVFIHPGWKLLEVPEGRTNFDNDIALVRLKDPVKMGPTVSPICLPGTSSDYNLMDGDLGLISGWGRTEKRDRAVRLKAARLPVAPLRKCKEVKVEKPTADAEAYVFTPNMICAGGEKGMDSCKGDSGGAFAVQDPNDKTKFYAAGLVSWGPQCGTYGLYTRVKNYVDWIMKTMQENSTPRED
# CatB inh: human cathepsin B inhibition; P07858; purified cathepsin B, fluorogenic substrate, fluorescence; inhibition, %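 (tested at 10 µM)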; 63,000 compounds, 0.1% hits; in the data active means inhibition above about 21%;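 further: 0% = enzyme with no compound and 100% = no enzyme blank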
# FXIIa mix inh: inhibitors of human coagulation factor XIIa, pooled mixtures; purified FXIIa, fluorogenic substrate; AID 684; P00748; 62,000 compounds, 0.2% hits; inhibition, % at 5 µM;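 further: 0% = enzyme without compound and 100% = no enzyme blank; some results filed as inactive read as strong as hits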
# CatL inh: blocks human cathepsin L protease activity | purified cathepsin L, fluorogenic substrate, fluorescence | 58,000 compounds, 0.17% hits | inhibition, %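 (tested at 10 µM)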 | P07711; in the data active means inhibition above about 45%;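 further: 0% = enzyme with no compound and 100% = no enzyme blank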
# A340 absorber: compounds absorbing at 340 nm; 65,000 tested, under 10 active; AID 708; compound absorbance at 340 nm, fold over control; fold change at 10 µM;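 active means at 10 µM dose, initial 340 nm absorbance at least 2 fold that of control wells; inactive means change under 2 fold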;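 further: initial absorbance extrapolated from kinetic A340 decline of NADH oxidation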
# CatS block: human cathepsin S inhibition. P25774. recombinant cathepsin S, AMC dipeptide fluorescence, pooled mixtures. inhibition, %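 (tested at 5 µM per compound within 10-compound mixtures)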. 62,000 compounds, 0.06% hits; in the data active means inhibition above about 32%, passing the limit was not always enough;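 further: 0% = enzyme without compound and 100% = blank without enzyme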
# Target sequence (P25774 115-331 limits assumed): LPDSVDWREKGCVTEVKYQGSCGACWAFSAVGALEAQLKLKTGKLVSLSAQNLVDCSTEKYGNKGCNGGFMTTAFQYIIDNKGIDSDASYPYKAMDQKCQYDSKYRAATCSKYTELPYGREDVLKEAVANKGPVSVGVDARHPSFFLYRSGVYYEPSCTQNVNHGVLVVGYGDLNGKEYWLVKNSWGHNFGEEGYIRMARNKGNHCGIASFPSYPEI
# Starred values were filed as active, the others as inactive; nt = no result given. Unless noted, no stated cut-off is given here; in the data, active means inhibition above about 20% (passing the limit was not always enough); inactive means the rest. An excerpt. The share of hits here may be higher or lower than overall.
FXIa mix inh,CatG inh,CatB mixtures,C1s inh,CatB inh,FXIIa mix inh,CatL inh,A340 absorber,CatS block,Molecule
3.0,8.1,0.0,1.5,5.9,-16.9,13.7,1.05,3.3,Cc1cc(C(=O)CSc2nnc(-c3ccccc3)n2Cc2ccc3c(c2)OCO3)c(C)n1C
1.1,0.4,-0.2,2.6,-3.0,2.7,2.0,0.98,4.5,Cc1sc(NC(=O)CN2CCN(c3ccccn3)CC2)c(C#N)c1C
6.9,11.3,1.7,-0.7,0.7,-1.9,16.8,1.02,-0.2,Cc1c(C(=O)NCc2cccnc2)oc2ccc(S(=O)(=O)N3CCCC(C)C3)cc12 (stereo not given)
4.8,14.3,7.3,10.9,4.2,13.3,-4.2,1,17.9,O=C(O)c1ccc2noc(-c3ccccc3)c2c1
12.0,0.6,2.3,0.7,1.5,-20.8,nt,1.05,13.9,COc1ccc(-c2nc(SCC(=O)NCc3ccco3)c(-c3ccccc3)[nH]2)cc1OC
5.1,3.2,0.7,-4.7,0.8,8.3,6.5,1.05,16.4,CCS(=O)(=O)NCCc1csc(-c2cccnc2)n1
6.3,4.1,-3.0,-24.6,-1.4,9.9,5.5,1.03,1.2,Cc1nn(-c2nnc(C)c(=O)[nH]2)c(C)c1SCC(=O)Nc1ccc(C(C)C)cc1
5.4,8.6,1.5,5.7,0.9,7.6,-12.3,1.04,-4.6,CC(=O)NC(CC(C)C)C(=O)NC(Cc1ccccc1)C(N)=O (stereo not given)
-7.3,5.8,-4.3,1.5,0.9,1.2,13.7,1.02,-1.9,O=C(c1ccccc1/S(=N/S(=O)(=O)c1ccccc1)N1CCOCC1)N1CCOCC1 (stereo not given)
27.9,-6.4,-1.7,-7.7,7.5,1.5,18.1,1.02,18.1,O=C(CCCn1c(=O)[nH]c2cc(Cl)ccc2c1=O)NCCCN1CCCC1=O
2.5,0.6,-2.3,-4.9,1.1,10.0,2.6,1.04,7.4,Cc1cc(C(=O)CSc2nnc(Nc3ccccc3)s2)c(C)n1CC1CCCO1 (stereo not given)
-1.7,10.9,-5.8,5.9,3.0,6.5,nt,1.04,4.6,O=C1CC(c2ccc(F)cc2)CC(O)=C1C=NCCN1CCN(C(=O)Nc2ccccc2)CC1 (stereo not given)
9.0,-34.9,4.5,-0.6,-7.3,0.0,-1.3,0.98,6.0,CCOC(=O)N1CCN(C(=O)CSc2nnc(-c3cc(OC)cc(OC)c3)o2)CC1
-66.3,-40.7,-23.3,-96.5,-16.9,2.4,-392.7,1.1,-29.5,CN(C)C(=O)COc1ccc2cc(-c3ccccc3)c(=O)oc2c1
-10.0,-5.8,-4.9,-87.7,-3.7,0.5,-46.2,1.14,-21.5,Cc1oc2c(CN3CCCC3)c(O)ccc2c(=O)c1Oc1ccccc1Br
-15.9,-14.5,1.0,-120.4,-2.2,6.6,-6.1,1.02,0.5,CN(C)c1ccc(-c2nn3c(-c4ccc(Cl)cc4Cl)nnc3s2)cc1
5.8,5.1,2.0,-0.5,2.4,-28.7,15.7,1.24,7.6,CN1/C(=C/C=N/n2cnnc2)C(C)(C)c2ccccc21
-4.1,-4.8,1.8,-17.3,-0.8,2.1,-0.6,1.02,-3.6,O=C(c1ccc2c(c1)OCCO2)N(c1ccccn1)C1CCCCC1
3.7,2.4,3.8,5.0,1.0,-0.8,3.1,1.01,16.6,COc1cccc(N2CC(C(=O)NC3CCCCC3)CC2=O)c1 (stereo not given)
1.7,7.0,-2.4,-5.5,0.9,1.3,nt,1.03,-2.6,Cc1ccc2[nH]c3c(c2c1)CN(C(=O)CN1CCN(c2ccccc2F)CC1)CC3
9.7,9.3,4.7,10.2,0.0,5.1,-0.9,1.01,-7.4,Cc1nc(SCC(=O)N2CCOCC2)c2ccsc2n1
-46.6,-28.8,-25.2,-150.5,-2.4,3.4,-24.8,1.04,-24.6,COc1c2ccoc2nc2c(OC)c(OCC(O)C(C)(C)O)ccc12 (stereo not given)
23.6,-1.1,-1.5,1.3,-0.8,9.6,-0.3,1.02,4.2,CCCCN(C)S(=O)(=O)c1cc(Br)cc2c1N(C(=O)C1CC1)CC2
-0.4,2.2,-0.8,-0.9,-3.0,11.0,-8.7,1,-7.2,COc1ccc(N(CC(=O)N2CCc3ccccc32)S(=O)(=O)c2c(C)n[nH]c2C)cc1
5.5,-1.5,-1.6,35.1,1.8,34.6*,0.0,0.96,-4.3,O=C(COC(=O)c1ccccc1)NCc1ccco1
9.8,8.2,2.6,9.4,5.4,0.1,7.3,1.02,1.8,C=CCn1c(Cc2ccc(OCC)cc2)nnc1SCC(N)=O
-6.1,3.1,2.3,-21.9,-0.2,1.6,12.0,0.94,6.6,O=C(NCCN1CCN(c2ccccc2)CC1)c1cccc(Br)c1
5.3,-4.9,-5.0,-10.8,-3.0,7.8,-8.7,0.99,-19.3,O=C(O)CCN1C(=O)c2ccncc2C1=O
-17.9,-19.8,-14.6,-32.1,1.3,0.5,8.3,1.07,-12.0,CCOC(=O)N1CCC(NC(=O)c2cc(C(=O)Nc3ccc(OC)c(OC)c3)ccc2CO)CC1
2.6,-4.3,2.7,3.6,1.9,15.6,15.5,0.96,3.1,O=C(CCCc1c[nH]c2ccccc12)N1CCOCC1
2.0,16.3,-1.5,11.9,9.1,1.2,14.4,0.95,9.5,O=C(O)c1cccc(S(=O)(=O)Nc2ccc3oc(=O)sc3c2)c1
7.5,-1.0,6.3,-5.3,6.7,11.3,0.4,0.99,5.5,NC(=O)COC(=O)c1ccc(Oc2ccccc2)cc1
-14.6,-20.2,0.5,-33.8,8.7,10.5,nt,1.07,19.8,Cc1nnc(C)n1/N=C/c1ccc2c(c1)OCCO2
17.2,21.2,14.6,17.2,6.2,-1.8,-1.2,0.98,4.6,CCOC(=O)CNC(=O)Cn1cnc2c(nnn2-c2ccc(F)cc2)c1=O
-3.3,6.4,1.7,1.9,5.1,1.6,8.4,1.01,6.2,Cn1cnnc1SCC(=O)c1c[nH]c2ccccc12
7.1,-0.4,2.3,-30.2,-3.4,5.9,4.0,1.04,1.4,COc1ccccc1NC(=O)N1CCN(c2ccccn2)CC1
4.9,0.6,4.3,-19.6,-8.7,7.0,-10.0,0.99,-0.6,CCOC(=O)c1sc2cccc(F)c2c1N
0.2,-1.5,5.7,-5.5,3.1,-3.5,-3.1,0.99,-0.9,Cc1nnc(NCCc2ccccc2)n(N)c1=O
-7.5,0.0,2.9,-7.5,6.3,8.6,15.6,1.02,9.6,COc1ccccc1NC(=O)NC(N)=O
3.4,8.6,4.6,9.7,4.3,2.5,18.6,1.03,13.2,Cc1cccc2nc(CSc3nnnn3-c3ccccc3)cn12
4.0,-2.0,2.0,-3.3,1.8,7.4,13.9,1,6.9,O=C(c1ccccc1)N(Cc1cccs1)C1CCS(=O)(=O)C1 (stereo not given)
4.6,-2.5,8.4,0.7,4.0,14.4,2.3,1,1.3,Cc1cc(NC(=O)CCCC(=O)O)nc(C)n1
-1.6,6.6,5.2,-8.2,0.8,2.6,-5.5,1.04,1.7,CC(=NCCc1ccccc1)C1=C(O)CSC1=O
-0.8,6.4,-0.4,-10.1,-1.2,12.3,0.4,1.02,-4.3,COCc1nc2ccccc2n1Cc1ccccc1Br
-16.6,-5.4,-1.8,-72.7,-5.8,3.1,-29.4,1.01,-18.6,CCOC(=O)c1sc2c(c1C)C(c1cccs1)C1=C(CCCC1=O)N2 (stereo not given)
0.5,-17.4,7.3,-5.2,9.2,9.7,3.4,0.98,21.4,Cc1ccc(C(=O)NC2CC3CCCC(C2)N3C(=O)NC2CCCCC2)cc1 (stereo not given)
-1.4,10.5,-4.0,4.1,3.6,12.7,-6.0,1.12,22.2,CC(Sc1nnc2ccccn12)C(=O)Nc1ccc(Cl)cn1 (stereo not given)
11.3,5.8,8.0,2.6,3.6,7.0,-4.0,1.01,0.1,CN1CCc2c(sc3c2C(=O)NC(c2cccc(OC(=O)c4cccs4)c2)N3)C1 (stereo not given)
10.9,1.6,0.0,4.8,3.0,8.8,-9.3,1.2,-4.7,CN1CCN(C(=O)c2sc(=S)n(-c3ccccc3)c2N)CC1
-3.6,6.2,2.2,-19.5,6.4,-0.1,9.1,1.03,2.7,Cc1ccc(-n2ncc(C#N)c2/N=C/N2CCCCCC2)cc1
-1.0,-2.9,4.0,2.9,1.6,3.3,0.0,1.01,3.5,CCn1nnc(NC(=O)c2cc3ccccc3o2)n1
-1.9,5.7,1.5,-5.7,0.2,3.9,21.6,1.01,2.3,CCn1c(SCC(=O)N2CC(=O)Nc3ccccc32)nnc1-c1ccoc1C
0.9,-0.9,-0.6,-5.2,1.4,-2.0,10.2,0.99,-3.6,Cc1c(C#N)c2ccccc2n1CC(=O)NCc1cccnc1
9.9,10.4,6.7,16.1,6.7,41.5,9.8,0.98,16.6,CCCCn1cnc2c(cnn2-c2ccc(F)cc2)c1=O
7.1,-6.2,1.9,-44.0,-3.8,9.4,-10.1,1.07,-10.4,COc1ccccc1N1CCN(S(=O)(=O)c2ccc3c4c(cccc24)C(=O)N3C)CC1
6.4,9.2,-2.3,15.4,7.6,1.7,10.7,1.03,7.7,COc1ccc(OCCCC(=O)Nc2nnc(C3CCCO3)s2)cc1 (stereo not given)
9.0,8.9,3.4,37.2,1.3,3.7,8.7,1.02,2.2,COc1cc(-n2c3nc4ccccc4nc3c3c(=O)n(Cc4ccco4)cnc32)cc(OC)c1OC
-7.9,-4.5,-3.3,-12.2,-0.6,18.8,-15.1,0.99,-9.8,N#CC1=C(N)Oc2c(oc(CO)cc2=O)C1c1cccs1 (stereo not given)
1.9,-14.5,3.6,-13.0,-4.3,10.5,-3.5,1.04,-3.3,COC(=O)c1cc(-c2c(C)oc3cc(O)ccc3c2=O)c(C)o1
0.5,10.9,-2.6,9.9,4.5,1.0,9.9,1.08,9.6,NC(=O)c1nsc(C(=O)N(CC(=O)NCc2ccc3c(c2)OCO3)C2CCCCC2)c1N

# Pulled one by one from the list above, 3 records:
FXIa mix inh,CatG inh,CatB mixtures,C1s inh,CatB inh,FXIIa mix inh,CatL inh,A340 absorber,CatS block,Molecule
4.0,-2.0,2.0,-3.3,1.8,7.4,13.9,1,6.9,O=C(c1ccccc1)N(Cc1cccs1)C1CCS(=O)(=O)C1 (stereo not given)
-3.3,6.4,1.7,1.9,5.1,1.6,8.4,1.01,6.2,Cn1cnnc1SCC(=O)c1c[nH]c2ccccc12
-17.9,-19.8,-14.6,-32.1,1.3,0.5,8.3,1.07,-12.0,CCOC(=O)N1CCC(NC(=O)c2cc(C(=O)Nc3ccc(OC)c(OC)c3)ccc2CO)CC1

# Going on with the list.
FXIa mix inh,CatG inh,CatB mixtures,C1s inh,CatB inh,FXIIa mix inh,CatL inh,A340 absorber,CatS block,Molecule
-0.1,-12.7,5.8,-15.7,7.0,0.4,9.3,0.97,4.6,COc1ccccc1NC(=O)N1CCCC1C(=O)Nc1ccc(NC(C)=O)cc1 (stereo not given)
7.3,-3.8,-0.9,-9.0,-2.4,6.5,-2.8,1,0.2,O=C(Nc1ccc(Cl)cc1)NC1CCCC1Cc1ccco1 (stereo not given)
4.7,11.6,1.4,9.7,1.7,2.0,-2.1,1.02,11.8,CC(=O)N(CC(C)(C)CC=C(C)C)c1ccccc1
12.8,9.3,0.8,6.8,2.9,-1.7,2.9,1.04,-3.6,COc1ccccc1-n1c(=O)[nH]c2c(C(N)=O)nc(C3CCCCC3)nc21
-0.8,-14.6,5.2,-29.9,2.9,6.6,1.5,0.99,24.8,CCC(Sc1nc2n[nH]c(C)c2c(=N)n1-c1cc(Cl)ccc1C)C(=O)N1CCOCC1 (stereo not given)
10.6,3.7,-1.4,-0.4,0.3,0.5,-1.3,0.98,-0.4,CC(C)(C)NC(=O)CSc1nnnn1C(C)(C)C
6.3,1.0,2.1,1.3,-2.9,5.6,nt,1.06,22.9,COc1cc(C(=O)NCCC2=CCCCC2)cc(OC)c1OC
4.7,6.5,0.8,1.0,3.7,3.4,4.5,0.99,-15.7,CCN(CC)C(=O)CSc1ncnc2c1nnn2-c1ccc(F)cc1
